High-throughput results as filed in PubChem BioAssay.
PLK1 PBD block: inhibitors of human PLK1 polo-box domain binding | P53350 | Plk1 PBD binding of FITC phosphopeptide, fluorescence polarization | Potency, µM, without a hit: max response, negative = inhibition, most hits filed as inhibitors | 360,000 compounds, 2.8% hits; further: potency means the concentration at half of the fitted maximal effect; series mostly up to about 57 µM; on the % scale 0 is the no-effect control and ±100 the full control effect; nearly all actives have a fitted effect of over 65% in size
GLP1R ag: agonists of human GLP-1 receptor; P43220; 380,000 compounds, 0.007% hits; Potency, µM (series often up to 45.6 µM), for inactives: at the highest dose activation, most hits filed as activators; HEK293 GLP-1R CRE-luciferase, luminescence, 4-6 h; cells express a hypersensitive GLP-1R form; further: potency means the concentration at half of the fitted maximal effect; % of control where 0% means no effect
DRD3 agonist: activates the human D3 dopamine receptor; P35462; D3R DiscoveRx beta-arrestin cells, luminescence, 90 min; max activation, %; 410,000 compounds, 0.58% hits; in the data active means max activation above about 30%; further: 0% is about no effect; mostly tested at two doses, the higher about 12 µM
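Agonist-mode cell screen: cells plated at 1500/well and incubated overnight at 37 °C, then exposed to library compounds for 90 min at 37 °C. Detection reagent was added for 30–60 min at room temperature, and luminescence was read.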
GLP1R inv ag: acts as inverse agonist at human GLP-1 receptor; 410,000 compounds, 1.6% hits; Potency, µM (series often up to 38.3 µM), for inactives: at the highest dose activity change, negative = inhibition, most hits filed as inhibitors; HEK293 GLP-1R CRE-luciferase, luminescence, 24 h; GLP-1R form is constitutively active; P43220; further: potency means the concentration at half of the fitted maximal effect; on the % scale 0 is the no-effect control and ±100 the full control effect; nearly all actives have a fitted effect of over 55% in size
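Constitutively active GLP-1R drives a cAMP-responsive luciferase in stably transfected HEK293 cells; test compounds are added after overnight (12 h) attachment and left 24 hr, and signal loss in luminescence marks inhibition.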
D3 antag: antagonists of human D3 dopamine receptor; AID 652054; D3R cells, DiscoveRx beta-arrestin luminescence, antagonist mode; active compounds read low; 360,000 compounds, 2.5% hits; max response, negative = inhibition, %; in the data active means max response below about -50%; inconclusive means no clear call, values can overlap the other calls; further: on the % scale 0 is the no-effect control and ±100 the full control effect; mostly tested at two doses, the higher about 12 µM
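Cells expressing the human receptor were seeded at 1500 cells/well, incubated overnight at 37 degrees C in 5% CO2, then exposed to library compounds with dopamine controls for 90 minutes at 37 degrees C before luminescent detection.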
GLP1R cytotox: cytotoxicity counter-screen for GLP-1 receptor inverse agonists | HEK293 cAMP-luciferase reporter cells, luminescence, 24 h | Potency, µM (doses to about 38.3 µM), inactives show top-dose activity change, negative = inhibition, hits mostly inhibitors | 410,000 compounds, 0.13% hits | AID 624418;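 further: loss of luciferase light is scored as toxicity; potency means the concentration at half of the fitted maximal effect; on the % scale 0 is the no-effect control and ±100 the full control effect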
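Cells in DMEM/10% Nu serum/1% pen-strep, 1536-well format. Pre-incubated 12 h, dosed with 23 nL compound, incubated a further 24 h. Luciferase detection, 12 min at room temp, luminescence.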
IL2 activator: activators of IL-2; IL-2 activation reporter assay, cell-based qHTS; stimulated with anti-CD3/CD4/CD28 beads; in transgenic mouse T cells; activation, % (series mostly up to about 46 µM); 360,000 compounds, 0.065% hits; AID 652025; in the data active means activation above about 50%; inconclusive means mostly about 30% to 49%; further: 0% is about no effect
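Unstimulated transgenic mouse T cells, 750 per well, received compound and, after 60 minutes, anti-CD3/anti-CD4 bead plus anti-CD28 stimulation. EGFP and DsRed were quantified after 18 hours.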
PI5P4Ka inh: inhibitors of human PI5P4K alpha; P48426; PI5P4Kalpha enzyme, ADP-Glo luminescence, 60 min; active compounds read low; max response, %; 330,000 compounds, 1.2% hits; AID 652105; active means max response of -50% or lower; inconclusive means between -30% and -50%; inactive means -30% or higher; further: value at the top dose of about 77 µM; on the % scale 0 is the no-effect control and ±100 the full control effect
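ADP-Glo luminescence end-point after a 60 min room-temperature kinase reaction. PI5P4Kalpha and substrate in HEPES pH 7.4 buffer with EGTA, 0.1% CHAPS and 5% DMSO; ATP at 5 microM final.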
WRN inhibitor: WRN helicase (human) inhibition; Q14191; WRN helicase unwinding, fluorescent forked duplex, kinetic; Potency, µM (series often up to 114 µM), for inactives: at the highest dose activity change, negative = inhibition, hits mostly inhibitors; 360,000 compounds, 0.46% hits; further: potency means the concentration at half of the fitted maximal effect; on the % scale 0 is the no-effect control and ±100 the full control effect; nearly all actives have a fitted effect of over 55% in size
Target sequence (Q14191 whole entry, looked up): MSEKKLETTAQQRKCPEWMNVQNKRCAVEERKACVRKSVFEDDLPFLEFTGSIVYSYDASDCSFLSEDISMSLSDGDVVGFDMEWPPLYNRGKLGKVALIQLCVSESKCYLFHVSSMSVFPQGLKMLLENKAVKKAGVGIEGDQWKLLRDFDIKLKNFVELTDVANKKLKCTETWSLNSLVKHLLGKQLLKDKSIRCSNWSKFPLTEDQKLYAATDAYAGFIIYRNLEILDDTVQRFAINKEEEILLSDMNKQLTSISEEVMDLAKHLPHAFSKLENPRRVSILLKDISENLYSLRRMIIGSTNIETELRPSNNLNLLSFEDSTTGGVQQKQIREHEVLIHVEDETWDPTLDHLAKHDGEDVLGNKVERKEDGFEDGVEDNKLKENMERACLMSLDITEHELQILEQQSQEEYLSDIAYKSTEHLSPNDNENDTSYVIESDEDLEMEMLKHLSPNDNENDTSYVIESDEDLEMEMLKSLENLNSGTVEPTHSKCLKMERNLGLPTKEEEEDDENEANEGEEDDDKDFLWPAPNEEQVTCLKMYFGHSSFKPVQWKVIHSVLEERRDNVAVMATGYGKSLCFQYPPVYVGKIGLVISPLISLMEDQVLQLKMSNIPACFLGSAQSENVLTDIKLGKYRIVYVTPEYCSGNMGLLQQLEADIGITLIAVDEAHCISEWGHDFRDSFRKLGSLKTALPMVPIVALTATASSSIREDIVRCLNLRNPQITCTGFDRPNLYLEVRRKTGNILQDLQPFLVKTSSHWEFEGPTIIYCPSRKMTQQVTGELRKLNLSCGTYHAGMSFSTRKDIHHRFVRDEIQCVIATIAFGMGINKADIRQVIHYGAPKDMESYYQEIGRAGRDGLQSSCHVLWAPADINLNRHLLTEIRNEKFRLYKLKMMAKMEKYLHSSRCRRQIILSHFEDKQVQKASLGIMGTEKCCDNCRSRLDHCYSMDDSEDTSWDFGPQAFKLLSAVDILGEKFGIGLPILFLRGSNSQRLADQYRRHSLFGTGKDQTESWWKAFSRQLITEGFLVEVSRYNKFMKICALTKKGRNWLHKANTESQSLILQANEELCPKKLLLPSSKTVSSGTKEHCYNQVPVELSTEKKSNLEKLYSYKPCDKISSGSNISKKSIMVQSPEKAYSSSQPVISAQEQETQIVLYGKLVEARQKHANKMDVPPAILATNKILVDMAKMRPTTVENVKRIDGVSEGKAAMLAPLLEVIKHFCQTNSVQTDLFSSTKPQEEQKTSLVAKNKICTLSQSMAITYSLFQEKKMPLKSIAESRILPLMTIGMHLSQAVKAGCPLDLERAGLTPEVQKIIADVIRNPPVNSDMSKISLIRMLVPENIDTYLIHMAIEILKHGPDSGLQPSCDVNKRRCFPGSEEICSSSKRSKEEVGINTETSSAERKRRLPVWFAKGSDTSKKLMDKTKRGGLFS
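Screening of the MLSMR collection measured strand separation of a quenched forked DNA duplex (100 nM) by 20 nM WRN with 2 mM ATP, all final. Compounds were preincubated with enzyme 15 min at room temperature.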
An asterisk follows results filed as active; ? = inconclusive; / = not tested or not shown; [ ] = another dose, or the depositor's remark. Unless noted, the call rests on the fitted dose curve; in most records, active means well fitted curve in the direction sought with a large enough effect; inconclusive means small, poorly fitted or top-dose-only effect, or another doubt; inactive means no such curve, though single readings can be large; an effect the other way counts as inactive or inconclusive. Not a hit list (roughly 7.8% active in at least one column).

canonical_smiles	PLK1 PBD block	GLP1R ag	DRD3 agonist	GLP1R inv ag	D3 antag	GLP1R cytotox	IL2 activator	PI5P4Ka inh	WRN inhibitor
CCOC(=O)c1c(NC(=O)CSc2nc3ccccc3c(=O)n2-c2ccc(F)cc2)sc(C(C)=O)c1C	-15%	2%	1	2%	-10	19%	1.1	1	0%
COc1ccc(CNC(=O)c2c(O)c3cccc4c3n(c2=O)CCC4)cc1OC	-5%	0%	23	-12%	-17	-6%	-0.2	2	10%
Cc1ccc(CNC(=O)CNC(=S)N(Cc2ccccc2)Cc2cccnc2)cc1	-18%	-1%	4	?	?	-9%	-3.0	2	-14%
CCc1noc(C)c1C(=O)Nc1ccc(C#N)cc1	-10%	-2%	-4	10%	-16	2%	-0.3	6	-21%
COc1ccc(Cl)cc1NC(=O)COC(=O)CNC(=O)c1ccc([N+](=O)[O-])c(C)c1	-5%	-7%	2	2%	7	-1%	-0.1	5	0%
COCCCNC(=O)CCc1c(C)nc2c(-c3ccc(F)cc3)c(C)nn2c1C	-8%	11%	7	-4%	?	-13%	-0.8	2	0%
CNC(C)C#Cc1ccc2sc3cccc(OC)c3c(=O)c2c1 (stereo not given)	-14%	7%	-9	-10%	-14	28%	0.0	-29	0%
C=Cn1c(N2CCOCC2)nc2c1c(=O)[nH]c(=O)n2C	2%	3%	5	52%[activator]	?	-3%	0.6	-1	-5%
O=C(O)c1ccccc1NC(c1ccccc1)c1ccc(Cl)cc1 (stereo not given)	?	5%	0	11µM*	18	-11%	-0.9	-19	-12%
CCN(CC)S(=O)(=O)c1ccc2nnn(OCC(=O)Nc3cccc(C#N)c3)c2c1	-2%	10%	0	0%	0	-29%	-1.7	-5	2%
CC(C)OCCCn1c(=O)c2ccccc2n2c(CCC(=O)NC3CCN(Cc4ccccc4)CC3)nnc12	-13%	3%	-11	5%	1	-6%	-3.3	0	13%
Cc1cc(C)n(CCNC(=O)c2cc(COc3c(F)cccc3F)on2)n1	-8%	7%	4	6%	-25	-6%	-2.1	0	-2%
CCN(CC)C(=O)COc1ccc(/C(C)=N/NC(=O)c2ccccc2O)cc1	-6%	1%	2	41%[activator]	-5	-1%	0.5	-1	-4%
COc1ccc(S(=O)(=O)N2CCOCC2)cc1NC(=O)Cc1coc2cc(C)ccc12	-2%	2%	6	-37%	0	-16%	0.0	-22	-15%
Cc1ccc2nc3sc(C(=O)N4CCOCC4)c(N)c3cc2c1	-10%	-15%	-3	?	5	5%	-3.7	-11	-10%
O=C(Cc1ccccc1[N+](=O)[O-])NNC(=O)Nc1ccc2c(c1)OCO2	-3%	16%	2	6%	5	-5%	0.5	-2	-7%
O=C(COC(=O)/C=C/c1ccc(Cl)cc1)Nc1ccccc1	-25%	1%	1	4%	-1	16%	-0.8	-2	-23%
COc1ccc(-c2cc3nc(-c4ccccc4)cc(N4CCCC(O)C4)n3n2)cc1 (stereo not given)	8%	3%	2	?	-1	3%	-0.9	5	-11%
CCN(CC)S(=O)(=O)c1ccc(OC)c(N)c1	-4%	5%	1	-18%	7	2%	0.5	1	-3%
CCc1ccccc1N1C(=O)N(Cc2cccc(Cl)c2)c2ccccc2S1(=O)=O	/	-4%	-8	?	/	2%	/	/	/
COc1ccc(-c2cc(C(F)(F)F)nc(SCCC(=O)N3CCN4CCCC4C3)n2)cc1 (stereo not given)	-3%	11%	-7	-6%	-9	64%[activator]	0.7	6	-1%
N#CCCN(C(=O)COC(=O)CNS(=O)(=O)c1ccc2ccccc2c1)c1ccccc1	-1%	3%	-1	1%	1	2%	0.5	4	12%
CC(C)(C)c1ccc(-c2nnc(SC3CCOC3=O)n2Cc2ccccc2)cc1 (stereo not given)	-4%	-1%	-3	20%	-16	21%	-2.6	-5	-6%
O=C1C=C(c2ccc(Cl)c(C(F)(F)F)c2)C[C@@H](c2ccc3c(c2)OCO3)C1	-8%	13%	7	6%	0	7%	0.5	1	-4%
CC1(C(=O)O)CCCN1C(=O)c1cccc(F)c1 (stereo not given)	-3%	-2%	3	-15%	20	3%	0.3	0	-2%
CCOC(=O)N1CCN(Cc2nc3cc(NC(=O)CC)ccc3n2CC)CC1	-4%	-3%	-5	-24%	1	-17%	0.0	-1	3%
O=C1CCCN1CC1CCCN(Cc2nc(COc3ccccc3)no2)C1 (stereo not given)	-7%	1%	-10	0%	-12	18%	-0.9	-6	0%
Cc1cccc2sc(NNC(=O)C3COc4ccccc4O3)nc12 (stereo not given)	-8%	-1%	0	-44%	-11	6%	-0.6	3	-5%
O=c1c2ccccc2cnn1CCOc1cccc(Br)c1	-7%	18%	-12	?	0	5%	-4.6	13	1%
CCOC(=O)c1c(C)[nH]c(C)c1S(=O)(=O)N1CCN(c2ccc(F)cc2)CC1	-4%	17%	2	-7%	3	14%	1.1	7	2%
CCn1c2ccccc2n2c(=O)c(=O)n(CC(=O)Nc3ccc(C(C)C)cc3)nc12	-5%	-1%	0	1%	4	8%	-2.8	2	15%
O=C1CSC(c2cn(-c3ccccc3)nc2-c2cc3ccccc3oc2=O)N1Cc1cccnc1 (stereo not given)	1%	11%	-6	22%	-8	?	-1.8	/	-5%
CC(C)CN1CCN=C1N(C)C	2%	-4%	1	15%	2	-22%	-0.4	-2	4%
O=c1c2cn(Cc3ccc(F)cc3)c3ccc(F)cc3c-2nn1Cc1ccc(F)cc1	6%	13%	6	4%	7	4%	0.9	-1	5%[57.1 µM]
Cc1cccc2cc(C#N)c(NCCNC(=S)NCCCN3CCOCC3)nc12	-4%	7%	-17	-19%	-21	14%	-2.9	/	-8%
O=C(N/N=C/c1ccccc1OC(F)F)c1cc(-c2ccncc2)nc2ccccc12	6%	3%	-9	?	0	?	-0.1	-2	0%[57.1 µM]
CS(=O)(=O)c1ccc(Sc2nc3ccccc3[nH]2)c([N+](=O)[O-])c1	-4%	-10%	0	17%	?	-21%	-3.3	0	-20%
CCOc1ccccc1NC(=O)CN1C(=O)COc2ccc(C)cc21	-2%	0%	0	-20%	6	0%	-0.2	-5	-22%
Cc1ccc(SCC(=O)N=C2NC(=O)CS2)cc1	-10%	1%	0	1%	1	2%	0.1	-25	3%
O=C(NCc1ccccc1)C(c1ccccc1)N(C(=O)c1csnn1)C1CCCC1 (stereo not given)	-10%	1%	-10	-13%	-18	24%	0.6	-4	-3%
CCC(C)(C(=O)NC1CCCCC1)N(Cc1ccco1)C(=O)c1cnccn1 (stereo not given)	-10%	-11%	-4	2%	6	-17%	-2.0	-1	4%
Cc1cc(C)cc(C(=O)OCC(=O)Nc2ncccn2)c1	-13%	10%	0	-10%	0	0%	-0.4	-5	-9%
CCOC(=O)c1c(NC(=O)C[n+]2ccc(Cc3ccccc3)cc2)sc(C)c1C	-9%	-1%	-16	-35%	?	-17%	0.2	-3	-10%
CCOc1ccc2nc(NC(NC(=O)CC)(C(=O)OC)C(F)(F)F)sc2c1 (stereo not given)	-1%	2%	-10	-7%	-12	6%	-0.3	/	-8%
COc1ccc(Cc2nnc(SCC(=O)c3ccc4c(c3)NC(=O)CO4)o2)cc1	2%	1%	-5	11%	4	-6%	-0.6	1	-1%
CCCCNc1c2c3c(cccc3n(C)c1=O)C(=O)c1ccccc1-2	2.4µM*	9%	-5	-10%	12	243%[activator]	5.1	/	?
O=C(Nc1ccc(N2CCOCC2)cc1)C1CCCCC1	-3%	11%	0	3%	2	-22%	0.0	3	-1%
Cc1ccccc1-n1ncc2c1CC(C)(C)CC2NC(=O)CCCN1CCCC1=O (stereo not given)	-5%	0%	-1	6%	8	12%	3.3	1	-16%
CN1CCN(C(=O)c2c(O)c3cccc4c3n(c2=O)CCC4)CC1	-2%	-8%	3	0%	30	0%	0.7	8	-5%
Cc1ccc(NC(=S)NC(NC(=O)Cc2cccc3ccccc23)C(Cl)(Cl)Cl)cc1 (stereo not given)	-4%	-19%	-5	?	-20	-17%	0.1	2	-4%

(next part)
canonical_smiles	PLK1 PBD block	GLP1R ag	DRD3 agonist	GLP1R inv ag	D3 antag	GLP1R cytotox	IL2 activator	PI5P4Ka inh	WRN inhibitor
COc1ccc(-c2ccc(S(=O)(=O)N3CCCC3)cc2)cc1	4%	27%	16	3%	-7	-7%	-2.2	-4	-1%
O=[N+]([O-])c1nn(-c2ccc3c(c2)OCCO3)n(O)c1=NC1CCCCC1	0%	2%	3	0%	-6	-11%	-1.4	2	0%
Cc1ccc(S(=O)(=O)Nc2ccc3c(c2)C(=O)N([C@@H](C)CO)C[C@@H](C)[C@@H](CN(C)S(=O)(=O)c2ccccc2)OCCCC[C@H](C)O3)cc1	-4%	1%	0	17%	4	0%	-2.3	2	6%
O=C(O)/C=C/C(=O)Nc1cccc(C(F)(F)F)c1	-4%	1%	-4	-9%	-1	15%	-1.4	0	-5%
Cc1ccccc1OCC(=O)N/N=C/C=C/c1ccccc1	30µM*	-7%	2	-5%	0	5%	-1.4	-3	3%
COc1ccc(C2=NOC(C(=O)NCc3ccccn3)C2)cc1 (stereo not given)	27µM*	2%	1	0%	5	-12%	-1.8	?	6%
CC(C)Cn1cnc2c(SCc3ccccn3)nc(N)nc21	5%	27%	11	50%[activator]	-18	-3%	-1.0	-1	1%

Among those listed so far, two contain a furan ring, fused or not.
canonical_smiles	PLK1 PBD block	GLP1R ag	DRD3 agonist	GLP1R inv ag	D3 antag	GLP1R cytotox	IL2 activator	PI5P4Ka inh	WRN inhibitor
COc1ccc(S(=O)(=O)N2CCOCC2)cc1NC(=O)Cc1coc2cc(C)ccc12	-2%	2%	6	-37%	0	-16%	0.0	-22	-15%
CCC(C)(C(=O)NC1CCCCC1)N(Cc1ccco1)C(=O)c1cnccn1 (stereo not given)	-10%	-11%	-4	2%	6	-17%	-2.0	-1	4%
